# rCAG RNA binder – binders of r(CAG) RNA repeats, primary screen, biochemical, fluorescence. hit rate 1.3% among 370,000. r(CAG) RNA repeat, TO-PRO-1 dye displacement fluorescence. inhibition, % at 3 µM. AID 651821, 2012;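 active = inhibition above the plate cutoff, the mean of all test compounds on that plate plus 3 SD, cut at about 35% in these data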;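 note: 0% = DMSO alone and 100% = 100 µM mitoxantrone as full dye displacement; higher means more dye released from RNA so lower well fluorescence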
# TCR-CD3 inh – inhibitors of human TCR-CD3 interaction, primary screen, biochemical, fluorescence, TAMRA-labeled TCR probe. T-cell receptor (TCR). inhibition, % at 9.4 µM. hit rate 0.37% among 360,000. AID 651800, 2012; in the data active = inhibition above about 19%;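 note: recombinant mutant TCR 2C K166C tagged with TAMRA read by polarization; 0% = receptor in buffer alone and 100% = receptor with positive control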
# mABHD4 FP – ABHD4 inhibitors, primary screen, biochemical, fluorescence polarization, mouse | inhibition, % at 8.92 µM | purified mABHD4, FP-Rh probe fluorescence polarization | hit rate 0.54% among 370,000 | (Lyso)-N-acylphosphatidylethanolamine lipase (Mus musculus), Q8VD66;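 active = inhibition exceeding the mean over every tested compound plus 3 SD, cut at about 30% in these data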;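 note: 0% = plate median of compound wells and 100% = S159A mutant with DMSO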
# Target sequence (Q8VD66 whole entry, looked up): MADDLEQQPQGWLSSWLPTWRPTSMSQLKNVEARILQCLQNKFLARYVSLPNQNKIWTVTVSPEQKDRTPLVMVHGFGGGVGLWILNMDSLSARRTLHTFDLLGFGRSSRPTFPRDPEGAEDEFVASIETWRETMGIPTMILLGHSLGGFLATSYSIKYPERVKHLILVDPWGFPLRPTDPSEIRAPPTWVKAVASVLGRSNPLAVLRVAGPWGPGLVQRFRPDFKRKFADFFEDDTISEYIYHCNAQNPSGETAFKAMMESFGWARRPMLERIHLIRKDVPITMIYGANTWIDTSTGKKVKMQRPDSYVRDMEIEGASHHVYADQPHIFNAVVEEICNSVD
#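 Test system: mABHD4 protein; Read-out basis: % inhibition; Incubation: 45 min + 60 min at 25 °C; Repeats: single replicate; Technique: fluorescence polarization with parallel and perpendicular emission, 525/598 nm; Compound: 8.92 µM, single dose; Benchmarks: full inhibition S159A mutant plus DMSO, zero as sample-well median.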
# PRMT1 FP inh – PRMT1 methyltransferase inhibitors, primary screen, biochemical, fluorescence polarization | hit rate 1.3% among 370,000 | inhibition, % at 2.79 µM | recombinant PRMT1, activity-based probe fluorescence polarization | AID 652257, 2013;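 active = inhibition above about 21% made by adding two undisclosed values, limit read from the data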
# GC-B act – human GC-B receptor activators, primary screen, HEK293 GC-B cells, cGMP TR-FRET, EC30 CNP | Atrial natriuretic peptide receptor 2 (Homo sapiens), P20594 | 0% at EC30 CNP, 100% saturating CNP | activation, % at 10 µM | hit rate 0.11% among 370,000 | AID 1920062, 2024;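 active = activation at 10 µM reaching about 35% in either raw or pattern-adjusted values, limit read from the data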
# UHRF1 binding – UHRF1 methylated DNA binding inhibitors, primary screen, counter-screen for MBD2 inhibitor project, biochemical, TR-FRET, human UHRF1, single concentration; E3 ubiquitin-protein ligase UHRF1 (Homo sapiens), Q96T88; UHRF1 binding to methylated oligo; inhibition, % at 4.4 µM; hit rate 0.75% among 370,000; AID 687016, 2013; in the data active = inhibition above about 21%;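 note: UHRF1 SRA domain binding a hemimethylated CpG hairpin DNA probe; 0% = median of test compound wells and 100% = reference inhibitor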
# HTRA1 inh – HTRA1 serine protease inhibitors, primary screen, biochemical, fluorescence polarization, HTS; Q92743; recombinant HTRA1, FP-rhodamine activity-based probe; inhibition, % at 5.96 µM; hit rate 0.5% among 340,000; AID 504803, 2011; in the data active = inhibition above about 36%;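 note: 0% = enzyme with DMSO and 100% = wells lacking enzyme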
# SIAE inh – human SIAE inhibitors, primary screen, biochemical, fluorescence polarization, FP-Rh probe, 1536-well HTS | AID 1053197, 2014 | SIAE FP-Rh probe binding | inhibition, % at 9.66 µM | hit rate 0.69% among 370,000;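 active = inhibition above a cutoff: mean of compounds within the control limits plus 3 SD of those, cut at about 17% in these data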;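 note: 0% = plate median of compound wells and 100% = probe without SIAE protein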
# Target sequence (Q9HAT2 whole entry, looked up): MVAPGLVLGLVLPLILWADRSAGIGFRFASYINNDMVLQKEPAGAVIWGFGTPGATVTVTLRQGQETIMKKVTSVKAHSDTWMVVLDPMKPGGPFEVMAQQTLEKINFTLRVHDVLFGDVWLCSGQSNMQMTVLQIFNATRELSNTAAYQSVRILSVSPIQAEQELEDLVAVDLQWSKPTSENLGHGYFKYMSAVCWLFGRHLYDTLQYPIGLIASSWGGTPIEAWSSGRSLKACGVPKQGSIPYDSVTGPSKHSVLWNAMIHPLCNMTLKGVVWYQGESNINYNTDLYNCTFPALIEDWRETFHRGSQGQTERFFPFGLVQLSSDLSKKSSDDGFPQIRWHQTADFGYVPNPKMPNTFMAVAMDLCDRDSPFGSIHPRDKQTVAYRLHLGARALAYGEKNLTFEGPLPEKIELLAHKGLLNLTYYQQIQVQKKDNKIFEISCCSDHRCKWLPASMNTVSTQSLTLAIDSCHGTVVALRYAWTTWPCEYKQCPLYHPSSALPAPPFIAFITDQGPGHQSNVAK
# GC-A act – GC-A stimulated cGMP production enhancers – HEK293 GC-A cells, cGMP TR-FRET, EC30 ANP, primary screen. Atrial natriuretic peptide receptor 1 (Homo sapiens), P16066. 0% at EC30 ANP, 100% saturating ANP. activation, % at 10 µM. hit rate 0.14% among 370,000. AID 1671463, 2021; in the data active = activation above about 40%
# MBD2 inh – inhibitors of MBD2 binding to methylated DNA, primary screen, biochemical, TR-FRET, DNA-binding domain, human; MBD2 binding to methylated oligonucleotide; inhibition, % at 4.4 µM; hit rate 0.31% among 370,000; AID 686964, 2013; in the data active = inhibition above about 13%
# Starred values were filed as active, the others as inactive; x = not tested or not shown.
# Under each structure: mABHD4 FP	GC-A act	PRMT1 FP inh	UHRF1 binding	TCR-CD3 inh	SIAE inh	MBD2 inh	GC-B act	rCAG RNA binder	HTRA1 inh
1	Cc1ccc(CNC(=O)CCc2ccc(S(=O)(=O)NCC(C)C)cc2)cc1
  -1	4	-4	-1	6	0	3	0	-6	-8
2	COc1ccc(NC(=O)c2ccc(S(=O)(=O)C(F)F)cc2)c(OC)c1
  4	3	2	1	-1	-1	11	-2	-2	0
3	CCOC(=O)C1(Cc2cccc(OC)c2)CCN(Cc2csc(C(C)=O)c2)CC1
  4	-1	1	1	-3	-2	3	0	-12	1
4	O=C(Nc1ccccc1SC(=O)c1ccccc1)c1ccccc1
  -13	7	94*	-4	3	3	1	9	4	4
5	CC(C)OCCCN(C)C1CCN(S(=O)(=O)c2ccc(-c3cc(C(F)(F)F)no3)s2)CC1
  7	-10	-5	-2	0	-6	-2	-1	-5	-6
6	S=C(Nc1ccccc1)Nc1nccs1
  7	7	0	3	-6	2	2	1	-3	6
7	Cn1c(SCC(=O)OCc2ccccc2)nnc1-c1ccco1
  -5	-3	6	9	-2	-2	6	0	-3	1
8	Cc1cc(C)nc(SCC(=O)Nc2ncc(C(F)(F)F)cc2Cl)n1
  -3	0	0	1	3	-3	1	3	-1	3
9	COc1ccc(NC(=O)Nc2ccc3nc([C@@H]4O[C@H](CO)[C@@H](O)[C@H](O)[C@H]4O)[nH]c3c2)cc1OC1CCCC1
  4	2	5	-1	-5	5	3	-3	3	x
10	Cc1ccc(NC(=O)c2cccnc2)cc1C
  -3	3	0	1	-2	-7	2	4	-1	5
11	COc1ccc(N2CCN(c3ccc(NC(=O)NN)cc3)CC2)cc1
  -2	-1	-5	-5	1	8	2	6	0	10
12	Cc1sc2c(c1C)c(=O)n(-c1ccc(Cl)cc1)c(=O)n2Cc1cc(=O)n2ccccc2n1
  -4	6	-1	17	0	2	2	-5	3	1
13	CCC(C)NC(=O)Cn1nc(C(F)(F)F)c2c1CCC2 (stereo not given)
  -2	0	-7	3	-5	4	0	0	-3	7
14	NC(=O)c1ccc(NC(=O)CNc2cc(S(=O)(=O)N3CCOCC3)ccc2N2CCCC2)cc1
  -3	-2	0	-1	2	3	2	-1	6	5
15	O=C(NC1CCCC1)C1c2ccccc2C(=O)N1C1CCCCC1 (stereo not given)
  -1	0	-1	16	-1	10	4	-1	2	4
16	CCN1CCc2c(sc(NC(=O)c3cc4ccccc4cc3OC)c2C(N)=O)C1
  -6	11	-1	2	-4	-19	2	-3	5	-35
17	CCCCNC(=O)CCCCCNS(=O)(=O)c1ccc(Br)cc1
  -3	-3	-7	3	-7	2	4	-4	-6	-4
18	Cc1ccccc1OCCNC(=O)c1ccccc1Sc1ccccc1C#N
  -4	-2	2	1	-2	-5	4	1	-8	-14
19	CC(C)NC(=O)CC1(C(=O)NCc2ccc(Cl)cc2)CCCC1
  -4	2	-5	0	-2	4	-2	7	-1	-5
20	CC(C)C(C(=O)NCc1ccccc1)N(CC1CCCO1)C(=O)CNS(=O)(=O)c1ccccc1 (stereo not given)
  -1	2	-3	-1	-2	5	-4	-2	-1	5
21	COc1ccc(OC)c(NP2(=O)OCC(C)([N+](=O)[O-])CO2)c1 (stereo not given)
  18	-2	3	0	9	8	-3	-3	2	8
22	c1ccc(NC2=NCCN2CCC2CCCC2)cc1
  5	-5	-1	10	3	1	2	1	0	-5
23	CN(CCO)c1ccc2c(c1)Oc1ccccc1CN(Cc1cn(Cc3ccccc3C(F)(F)F)nn1)S2(=O)=O
  -3	0	0	4	x	1	-1	-1	6	x
24	Cc1nnc(SC(C)C(=O)NC2CCCCC2C)s1 (stereo not given)
  3	1	-6	-1	8	2	3	2	-2	6
25	COc1ccc(-c2c[nH]c(=O)[nH]c2=O)cc1OC
  6	3	4	0	-4	-1	-1	0	1	5
26	COC(=O)c1ccccc1NC(=O)C1COc2ccccc2O1 (stereo not given)
  -15	-14	-2	0	5	-6	1	-18	-2	-13
27	O=C(CSc1nnc(SCC(=O)c2ccco2)s1)c1ccco1
  8	-1	8	-1	8	14	1	4	29	8
28	Cc1c(C(N)=O)sc2ncn(CC(=O)N3CCC(C)CC3)c(=O)c12
  8	1	1	1	-2	-4	3	3	-1	-1
29	CCOc1ccc(Cl)cc1-c1cc(C(=O)Nc2ccc(F)cc2)[nH]n1
  -62	25	-3	-3	1	-68	-3	12	7	x
30	CN(CC(=O)Nc1c(Cl)cccc1Cl)C(=O)c1cccn1C
  -3	3	-3	0	8	-3	-2	1	5	-2
31	COc1cccc(C2CC(c3ccccc3Cl)Nc3nc(N)nn32)c1 (stereo not given)
  2	6	1	3	0	0	-1	-6	5	-5
32	CCn1c(=O)cc(OCC(=O)NC2CC2)c2ccccc21
  5	3	0	-1	-6	-2	4	4	-1	3
33	Cc1cccc(C)c1N1C(=O)CC(Sc2ccccc2N)C1=O (stereo not given)
  3	-1	16	3	-4	-4	3	1	6	12
34	O=C(OCC(=O)N1CCN(C(=O)COC(=O)c2ccncc2)CC1)c1ccncc1
  3	0	1	0	0	-3	3	3	0	0
35	O=C(c1ccc(F)cc1)C1CCN(Cc2cn[nH]c2-c2ccc(F)cc2)CC1
  -2	2	-1	1	-10	2	-5	-4	-4	3
36	O=C(NC1CCCCCC1)c1nnc(Cc2ccc(Cl)cc2)o1
  -7	5	-1	1	-4	0	-3	6	0	-3
37	CC1=C(C(=O)Nc2ccccc2)C(c2cccs2)NC(=O)N1 (stereo not given)
  -6	-4	4	-1	2	-7	6	-1	1	-3
38	CC(C)(C)OC(=O)N[C@H](C(=O)OC(C)(C)C)c1ccc2c(c1)OCO2
  4	-1	-1	0	8	3	-3	-7	-5	-6
39	COC(=O)c1sccc1NC(=S)N1CCCCC1
  2	-1	-1	0	8	4	-3	-4	-7	-4
40	CC(=O)c1ccc(S(=O)(=O)N2CCN(CCOc3ccccc3)CC2)cc1
  -1	0	2	-1	-10	12	-3	1	2	-1
41	CCCn1cc(CN2CCN(Cc3ccc(C)o3)C(CCO)C2)c(C)n1 (stereo not given)
  0	0	-2	1	13	5	-4	-4	-6	2
42	CCOCCCNC(=O)c1ccccc1SC
  -4	2	1	-1	6	6	1	-2	2	3
43	O=C(NCCCc1ccccc1)c1cccc(NC(=O)C2CCC2)c1
  -5	2	-2	-1	-2	0	0	8	1	2
44	OCC[C@@H]1C[C@H](O)[C@@H](O)[C@@]2(CCCO2)O1
  2	3	-1	-2	6	2	-2	0	-1	6
45	Cc1ccc(NS(=O)(=O)c2cc(C(=O)NCc3ccncc3)ccc2C)cc1
  3	-1	-1	1	-7	-3	0	0	1	-5

# Entries above that contain a furan ring, fused or not:
# Under each structure: mABHD4 FP	GC-A act	PRMT1 FP inh	UHRF1 binding	TCR-CD3 inh	SIAE inh	MBD2 inh	GC-B act	rCAG RNA binder	HTRA1 inh
7	Cn1c(SCC(=O)OCc2ccccc2)nnc1-c1ccco1
  -5	-3	6	9	-2	-2	6	0	-3	1
27	O=C(CSc1nnc(SCC(=O)c2ccco2)s1)c1ccco1
  8	-1	8	-1	8	14	1	4	29	8
41	CCCn1cc(CN2CCN(Cc3ccc(C)o3)C(CCO)C2)c(C)n1 (stereo not given)
  0	0	-2	1	13	5	-4	-4	-6	2

# New compounds follow
# Under each structure: mABHD4 FP	GC-A act	PRMT1 FP inh	UHRF1 binding	TCR-CD3 inh	SIAE inh	MBD2 inh	GC-B act	rCAG RNA binder	HTRA1 inh
46	Cc1ccc(CC(=O)N2CCN(C(=O)C3CCCO3)CC2)cc1 (stereo not given)
  1	2	5	1	-4	4	0	1	-2	-1
47	COc1cccc(NC(=O)CCC2CCN(C(=O)C(OC)c3ccccc3)CC2)c1 (stereo not given)
  0	1	-3	-3	3	2	0	5	0	-4
48	Fc1cccc(CSc2ccc3nnc(-c4ccccn4)n3n2)c1
  4	7	1	-4	-6	-4	1	0	-2	-2
49	CCc1ccc(Nc2ccc(C(N)=O)cc2[N+](=O)[O-])cc1
  1	9	-4	-8	-1	-3	-9	-4	6	-2
50	COC(=O)c1ccccc1NC(=O)N1c2ccccc2CC1C (stereo not given)
  -7	-7	5	8	4	6	7	1	1	-20
51	CCN1C[C@@H]2[C@@H]3C(=O)N(C)C(=O)[C@@H]3[C@](C)(C1=O)N2C(=O)c1ccccc1
  2	3	-2	2	-8	0	2	0	1	-2
52	Nn1cnc2c(ncn2C2OC(CO)C(O)C2O)c1=O (stereo not given)
  4	-1	3	-2	-13	1	-7	-1	0	x
53	CCOc1ccc(C(CC(=O)O)NC(=O)CCCOc2ccc(Cl)cc2C)cc1 (stereo not given)
  -2	0	-1	9	2	-1	-1	3	19	-1

# Excerpt: entries 52–53
# Under each structure: mABHD4 FP	GC-A act	PRMT1 FP inh	UHRF1 binding	TCR-CD3 inh	SIAE inh	MBD2 inh	GC-B act	rCAG RNA binder	HTRA1 inh
52	Nn1cnc2c(ncn2C2OC(CO)C(O)C2O)c1=O (stereo not given)
  4	-1	3	-2	-13	1	-7	-1	0	x
53	CCOc1ccc(C(CC(=O)O)NC(=O)CCCOc2ccc(Cl)cc2C)cc1 (stereo not given)
  -2	0	-1	9	2	-1	-1	3	19	-1

# The list is partial; the hit share may differ from the screen's.
